Screens: PubChem, The Scripps Research Institute Molecular Screening Center
CHRM1 antagonist: antagonists of human M1 muscarinic receptor; CHO-K1 hM1, Fluo-8 calcium fluorescence, ACh EC80 antagonist; AID 588852; 360,000 tested, 1.3% active; P11229; inhibition, % at 3 µM;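 active = percent inhibition above its own plate's cutoff, namely the mean of that plate's compound wells plus 3 SD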;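 also: peak over basal fluorescence ratio during 140 s after agonist addition; 0% = ACh EC80 plus DMSO and 100% = DMSO alone without agonist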
Target sequence (P11229 whole entry, looked up): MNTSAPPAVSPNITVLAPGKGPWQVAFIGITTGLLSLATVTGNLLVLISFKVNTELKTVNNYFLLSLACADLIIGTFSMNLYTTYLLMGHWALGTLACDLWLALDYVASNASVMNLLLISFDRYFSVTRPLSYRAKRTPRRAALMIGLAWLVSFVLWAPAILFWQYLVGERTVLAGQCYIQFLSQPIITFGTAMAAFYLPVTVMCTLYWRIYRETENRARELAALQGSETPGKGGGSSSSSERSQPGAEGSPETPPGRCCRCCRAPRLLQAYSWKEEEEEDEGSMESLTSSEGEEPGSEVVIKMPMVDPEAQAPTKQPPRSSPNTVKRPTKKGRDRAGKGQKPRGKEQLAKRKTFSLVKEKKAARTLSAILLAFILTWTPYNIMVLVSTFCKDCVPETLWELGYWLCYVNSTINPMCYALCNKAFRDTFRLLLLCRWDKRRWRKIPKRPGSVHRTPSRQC
M1 PAM: positive allosteric modulators of human M1 muscarinic receptor. CHO-K1 hM1, Fluo-8 calcium fluorescence, ACh EC20; 0% = ACh EC20, 100% = maximal ACh. 360,000 tested, 0.088% active. AID 588819. activation, % at 3 µM. P11229; in the data active = activation above about 19%, passing the limit was not always enough
CHO-K1 Ca ag: nonselective activator or artifact in parental CHO-K1 cells; Fluo-8 calcium fluorescence; scaled to maximal ATP response, vehicle zero; activation, % at 3 µM; 360,000 tested, 0.48% active; in the data active = activation above about 15%;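 also: untransfected CHO-K1 host cells lacking M1 receptor as counterscreen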
CHRM4 agonist: agonists of human muscarinic M4 receptor (CHRM4); P08173; CHO-K1 hM4/Gqi5, Fluo-8 calcium fluorescence; vehicle 0%, full acetylcholine response 100%; activation, % at 3 µM; 360,000 tested, 0.14% active; AID 624127;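 active = activation above the run mean over all test wells plus 3 SD, cut at about 32% in these data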;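 also: peak over basal fluorescence ratio per well then scaled between controls; 0% = DMSO wells and 100% = acetylcholine at EC100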
Target sequence (P08173 whole entry, looked up): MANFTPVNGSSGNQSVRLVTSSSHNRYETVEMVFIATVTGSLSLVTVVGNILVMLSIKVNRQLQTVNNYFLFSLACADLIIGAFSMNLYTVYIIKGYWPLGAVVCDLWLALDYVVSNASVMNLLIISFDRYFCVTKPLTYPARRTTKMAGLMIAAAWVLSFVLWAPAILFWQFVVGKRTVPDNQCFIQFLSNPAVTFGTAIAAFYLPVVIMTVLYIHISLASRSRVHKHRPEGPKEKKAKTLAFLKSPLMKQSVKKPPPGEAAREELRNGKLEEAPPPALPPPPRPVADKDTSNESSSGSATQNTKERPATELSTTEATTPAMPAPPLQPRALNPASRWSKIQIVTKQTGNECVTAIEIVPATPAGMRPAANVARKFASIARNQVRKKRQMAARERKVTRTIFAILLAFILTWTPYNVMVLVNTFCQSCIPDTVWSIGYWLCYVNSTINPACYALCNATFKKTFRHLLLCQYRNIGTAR
M1 ag: human M1 muscarinic receptor agonism. P11229. CHO-K1 hM1, Fluo-8 calcium fluorescence, agonist mode; 0% DMSO, 100% acetylcholine EC100. activation, % at 3 µM. 360,000 tested, 0.33% active. AID 588814;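 active = activation above the run's mean compound activation plus 3 SD, cut at about 16% in these data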;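 also: peak over basal fluorescence ratio within a 140 s kinetic read after compound addition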
OXTR potentiator: potentiators of human oxytocin receptor | P30559 | CHO-OTR cells, Fluo-8 calcium fluorescence, potentiator mode; 0% = oxytocin EC15, 100% = EC100 | activation, % at 3 µM | 320,000 tested, 0.061% active | AID 2445;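 active = activation above that plate's cutoff, the mean activation of tested compounds plus 3 SD, cut at about 6.6% in these data, passing the limit was not always enough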;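 also: 100% uses oxytocin at 75 nM as the full agonist control; some results filed as inactive read as strong as hits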
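Replication – single well per compound, singlicate · Assay system – CHO cell line stably expressing human OTR · Timing – 6 min pre-incubation, 100 s read · Measure – normalized max/min fluorescence ratio, % activation · Doses – 3.0 µM, one dose · Detection – Fluo-8 calcium dye fluorescence · Probe or stimulus – oxytocin near EC15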
M4 antag: blocks acetylcholine activation of human M4 receptor. 360,000 tested, 0.73% active. P08173. inhibition, % at 3 µM. CHO-hM4 cells, ACh EC80, Fluo-8 calcium fluorescence;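 active = inhibition above its plate's cutoff, the mean inhibition of sample wells plus 3 SD, cut at about 27% in these data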;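 also: 0% = acetylcholine EC80 with DMSO and 100% = DMSO without agonist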
CHO-K1 Ca antag: nonselective inhibitor or artifact in parental CHO-K1 cells. ATP-induced calcium, Fluo-8 fluorescence. inhibition, % at 3 µM. 360,000 tested, 0.6% active;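 active = inhibition above a per-plate cutoff, the plate's mean sample inhibition plus 3 SD, cut at about 24% in these data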;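 also: 0% = DMSO plus EC80 ATP and 100% = DMSO alone without ATP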
CHO parental Ca: signal in parental CHO cells, OX1R antagonist counter-screen; inhibition, % at 5.6 µM; parental CHO-K1, ATP-induced calcium, Fluo-8 fluorescence; 330,000 tested, 0.63% active;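 active = inhibition above that plate's mean sample inhibition plus 3 SD, cut at about 26% in these data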;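 also: 0% = ATP-challenged DMSO wells and 100% = DMSO wells without ATP; some compounds past the cut are filed as inactive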
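test system = CHO parental line | reagent = ATP stimulus | measured by = intracellular calcium via Fluo-8 no-wash fluorescent dye | control set = ATP and no-ATP DMSO wells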
* hit, by the source's call; . = not tested or not shown. Compounds were not picked by outcome, and some 2.9% of all compounds hit somewhere here.

SMILES | CHRM1 antagonist | M1 PAM | CHO-K1 Ca ag | CHRM4 agonist | M1 ag | OXTR potentiator | M4 antag | CHO-K1 Ca antag | CHO parental Ca
CCOC(=O)N1CCN(c2ccc(C(F)(F)F)cn2)CC1 | -0.2 | -3.2 | 2.4 | 3.1 | -5.2 | -8.4 | -1.0 | 0.5 | -5.7
OCC1OC(n2cnc3c(N4CCCC4)ncnc32)C(O)C1O (stereo not drawn) | -3.8 | 5.8 | 0.3 | 1.3 | -1.0 | . | 3.1 | -3.8 | .
CS(=O)(=O)c1ccc(Cl)c(NC(=O)C2CC(=O)N(c3ccc4c(c3)OCCO4)C2)c1 (stereo not drawn) | -13.3 | 1.6 | -0.4 | 1.2 | -5.5 | -2.5 | -4.0 | 3.4 | -7.9
CC(C(=O)Nc1ccc2[nH]c(=O)[nH]c2c1)N1CCN(Cc2ccc3c(c2)OCO3)CC1 (stereo not drawn) | -12.7 | 11.1 | 0.7 | -0.3 | -6.8 | 0.4 | 4.0 | -18.6 | -6.4
CCc1ccc2[nH]c(=O)c(CN(CCN(C)C)C(=O)Nc3ccccc3OC)cc2c1 | -11.4 | 11.2 | 0.1 | 1.4 | -3.6 | -8.0 | -7.4 | -6.9 | -14.4
CCCCCn1c(N2CCCC2)nc2c1c(=O)n(C)c(=O)n2C | -6.5 | 9.4 | 0.1 | 0.2 | -5.0 | -10.0 | 1.1 | 2.0 | -8.5
Cc1cccc2nc(CSc3nncn3-c3ccccc3)cn12 | -2.8 | 6.8 | -0.4 | 0.4 | -4.2 | -20.8 | 6.2 | -0.8 | -21.1
CCCN1CCN(S(=O)(=O)c2cn(C)nc2C)CC1 | -9.7 | 6.6 | 2.0 | 1.5 | -4.9 | -10.9 | 5.7 | -6.6 | 5.8
NC(=O)CC1SC(N)=NC1=O (stereo not drawn) | -0.6 | 2.5 | 0.6 | 0.3 | -4.1 | -3.1 | 0.8 | -9.6 | -6.6
Cc1nn(C(C)C(=O)NNC(=S)Nc2ccc(Cl)cc2)c(C)c1[N+](=O)[O-] (stereo not drawn) | 6.0 | -2.0 | 0.7 | 1.5 | -0.3 | -2.6 | -8.1 | -14.8 | -22.4
CCOc1ccc(OCc2cccc(C(=O)Nc3ccc(CN4CCCCC4)cc3)c2)cc1 | 15.4 | -19.0 | 1.2 | 9.6 | -5.8 | -3.8 | 10.8 | 0.6 | -11.9
FC(F)Oc1ccccc1NC(=S)Nc1cccnc1 | -9.9 | 7.3 | 0.7 | 1.8 | -0.7 | -9.7 | -0.2 | -20.4 | -2.5
CCN1CCN(c2ccc(NC(=O)CC3OC(=O)c4ccccc43)cc2C)CC1 (stereo not drawn) | 25.0 | -18.4 | -0.1 | -0.2 | -5.5 | . | -3.4 | 16.7 | .
Cc1cc(C)c(S(=O)(=O)N2CCCC(C(=O)N3CCCC3)C2)c(C)c1 (stereo not drawn) | 0.1 | 0.4 | 2.1 | 2.3 | -2.5 | -12.6 | 5.4 | -8.7 | -7.0
CCC(=O)NC(=S)N1CCN(c2ccc([N+](=O)[O-])cc2Cl)CC1 | 13.2 | -7.3 | 2.9 | 2.1 | -4.7 | -10.2 | -4.2 | -8.7 | -12.3
COCCCN(C(=S)Nc1c(C)cc(C)cc1C)C(C)c1ccccn1 (stereo not drawn) | -11.5 | 8.1 | 1.4 | 0.7 | -6.1 | -6.5 | -3.0 | -12.8 | -11.7
CNc1nc(C)c(C#N)cc1C(C)=O | -16.5 | 10.2 | 0.6 | -0.3 | -2.0 | -6.9 | -7.5 | -13.2 | -3.1
COC(=O)CCC(=O)OC1(C)C(=O)C=C2C=C(C3CC3)N(Cc3ccco3)C=C2C1=O (stereo not drawn) | -1.7 | 2.5 | 0.9 | 2.6 | -7.5 | 3.4 | -5.7 | -4.2 | -4.2
COc1ccc(CNC(=O)c2cccc(N3CCCC3=O)c2)cc1 | -2.8 | 1.2 | 0.9 | 1.2 | 0.8 | -3.4 | -9.4 | 5.5 | -12.9
O=C(Nc1ccc(Br)cc1)Nc1ccccc1F | -2.2 | -1.7 | 5.7 | 7.5 | -3.1 | -18.9 | 1.1 | 2.6 | 5.3
CCOC(=O)c1cc(-c2ccc(F)cc2)n(CC(=O)NC(C)CC)c1C (stereo not drawn) | -2.6 | 7.2 | 0.4 | 0.4 | 3.1 | -5.0 | -1.8 | -9.3 | -15.7
Cc1ccc(NS(=O)(=O)c2ccc3c(c2)NC(=O)CC(=O)N3)cc1C | -24.0 | 15.0 | 0.8 | 2.5 | -3.0 | -0.1 | 4.6 | -14.8 | 19.1
O=C1CCC(=O)O1 | -0.6 | -2.5 | -0.2 | 1.1 | -1.1 | 2.5 | -4.1 | -6.1 | -12.0
O=S(=O)(Cc1ccccc1)Nc1ccc(S(=O)(=O)NCC2CCCO2)cc1 (stereo not drawn) | -0.2 | 7.6 | 0.3 | 1.6 | -0.7 | -9.9 | 10.5 | 17.1 | 0.4
COC(=O)c1cccc(CN2C(=O)C(C)Oc3ccc(C)cc32)c1 (stereo not drawn) | 1.9 | -5.4 | 0.7 | 0.3 | -6.3 | . | -10.7 | -9.6 | .
(next part)
SMILES | CHRM1 antagonist | M1 PAM | CHO-K1 Ca ag | CHRM4 agonist | M1 ag | OXTR potentiator | M4 antag | CHO-K1 Ca antag | CHO parental Ca
O=C(Cn1nnc2ccccc21)NNC(=S)NC1CCCCC1 | -6.3 | 6.8 | 0.7 | 1.9 | -4.2 | 1.4 | -11.8 | -18.6 | -4.1
COCCNC(=O)c1c[nH]c2ccc(S(=O)(=O)N3CCc4ccccc43)cc2c1=O | -13.3 | 7.3 | 1.1 | 0.8 | -5.9 | -20.1 | -0.5 | -10.8 | -14.6
CN1CC(=O)N(CC(=O)Nc2cc(Cl)cc(Cl)c2)C1=O | -2.4 | 1.1 | 1.2 | 2.0 | -1.6 | -9.0 | 8.9 | -13.1 | -6.7
CC1=C(C(=O)NCc2ccccc2)C(c2cccs2)n2ncnc2N1 (stereo not drawn) | 7.2 | 6.5 | -0.5 | 0.7 | -2.0 | -10.1 | 8.6 | 21.5 | -8.9
COc1ccc2cc(C(N)=O)c(=Nc3ccccc3)oc2c1 | -7.2 | 12.3 | 0.0 | 1.6 | -7.0 | -11.6 | -0.3 | -3.1 | -4.4
Cc1cnn2c(C3CC3)ccnc12 | -12.9 | 8.6 | 0.1 | 2.3 | -2.9 | -21.6 | -1.4 | -12.8 | 2.8
C=CCOC(=O)C1=C(C)NC(SCC)=C(C#N)C1c1ccc(Cl)cc1 (stereo not drawn) | -16.7 | 1.0 | -0.2 | -0.9 | -6.5 | -21.2 | 0.0 | -7.5 | 18.9
CCN(CC)C(=O)C1CCN(S(=O)(=O)c2ccc3oc4ccccc4c3c2)CC1 | -6.9 | -4.4 | 12.6 | 14.7 | 2.0 | -10.9 | 2.4 | -10.1 | 3.2
O=C(CCC(=O)N1CCOc2ccccc21)Nc1ccc(F)cc1F | 1.5 | -1.8 | 1.1 | 0.9 | -3.0 | 1.5 | -2.1 | -11.5 | -2.3
Cc1cc(C)nc(NC(=O)CCC2CCCC2)c1 | 6.5 | 0.5 | -0.1 | -2.0 | -4.2 | -5.9 | 5.6 | -19.3 | -14.1
COc1ccc(F)cc1S(=O)(=O)Nc1ccc2c(c1)OCCO2 | -3.6 | -3.7 | 1.7 | 1.9 | -10.5 | -7.0 | -5.5 | -5.1 | -5.5
Cc1ccc(S(=O)(=O)N=Nc2c(O)[nH]c3ccccc23)cc1C | -9.9 | 3.5 | -0.4 | 0.8 | 0.3 | 3.0 | 0.7 | 6.4 | -3.3
CCOc1ccccc1C(=O)Nc1ccc2nc3n(c(=O)c2c1)CCCCC3 | 1.9 | -1.5 | 1.2 | 2.1 | -2.6 | -11.9 | -8.2 | -11.2 | -24.5
CCCCN(CCCC)S(=O)(=O)c1ccc(NC(=O)c2ccc([N+](=O)[O-])cc2Cl)cc1 | 22.2 | -15.4 | 1.6 | 4.1 | -7.2 | -9.4 | 21.9 | 4.6 | 24.3
C=CCn1c(SCC(=O)N(C)C2CCS(=O)(=O)C2)nnc1-c1ccccc1 (stereo not drawn) | 3.8 | -0.5 | 0.4 | 0.3 | 3.9 | -7.2 | 3.2 | -4.5 | 2.1
CCc1ccccc1NC(=O)CCNS(=O)(=O)c1ccc2c(c1)CCC(=O)N2 | -6.9 | 6.7 | 0.8 | 1.2 | -3.1 | -3.8 | -5.2 | -7.1 | 5.2
C/C(=N\Nc1cc(N2CCOCC2)ncn1)c1ccccc1 | -9.2 | 3.9 | 0.6 | 0.4 | -3.8 | -0.7 | 1.7 | -8.5 | -4.8
O=C(c1ccccc1Sc1ccc([N+](=O)[O-])cc1Cl)N1CCOCC1 | -7.7 | 10.8 | 0.2 | -0.1 | -7.4 | -4.0 | -1.8 | 3.1 | -9.0
COc1ccc(NC(=O)COC(=O)c2ccc(F)cc2F)cc1 | -7.3 | 3.2 | 0.1 | 1.1 | -2.1 | -2.2 | 0.7 | -9.2 | -2.3
COC(=O)C1=CN(Cc2ccc(OC)c(OC)c2)C=C(C(=O)OC)C1c1ccc(F)cc1 | -1.3 | 4.8 | -0.5 | -1.7 | -2.6 | -11.3 | -5.7 | -2.0 | -12.8
O=C(CCCOc1ccc(Cl)cc1Cl)N/N=C/c1ccc(Cl)cc1 | -7.4 | 8.9 | 0.2 | -0.3 | -10.3 | -3.5 | 13.9 | -10.1 | -33.8
Cc1cccc(-n2c(SCC(=O)Nc3cccc(S(=O)(=O)NC4=NCCCCC4)c3)nc3ccccc3c2=O)c1C | 15.4 | -4.0 | -0.5 | -1.4 | -6.6 | -10.3 | 4.7 | 10.7 | -9.5
Cc1cc(Oc2ccc(N)cn2)ccc1Cl | 8.4 | 10.6 | 5.5 | 7.9 | 2.8 | 3.0 | 17.8 | 16.4 | 13.0
CC[C@@H](C)C(NC(=O)OC(C)(C)C)c1cn([C@@H](Cc2cc3ccccc3[nH]2)C(=O)N2CCN(C(=O)OC(C)(C)C)CC2)nn1 (stereo partly drawn) | 1.7 | 0.2 | -0.1 | 8.2 | -3.4 | -19.6 | 0.7 | -11.3 | -27.7
CCOc1ccc(C(=O)NCC(=O)NC(C)CCc2ccccc2)cc1OCC (stereo not drawn) | 9.5 | 6.0 | -0.2 | 1.1 | -3.5 | . | 0.6 | -7.5 | .
O=C(c1ccncc1)N(c1ccc2oc3c(c2c1)CCCC3)S(=O)(=O)c1ccc(F)cc1 | 3.4 | -3.0 | 0.4 | -0.9 | -7.6 | 6.2 | 1.4 | -8.2 | -24.0
C=CCn1c(SCC(=O)Nc2nc(C)cs2)nnc1C(CO)NC(=O)c1ccccc1 (stereo not drawn) | -13.3 | 4.1 | 0.3 | 0.3 | -4.2 | 4.0 | 0.3 | 0.0 | -13.1
Cc1c(-c2cc(C(=O)O)on2)cnn1C | 7.4 | 2.2 | -0.2 | 0.5 | -2.2 | -0.2 | 8.2 | 20.9 | -1.4
COCC(=O)N/N=C\c1ccc(OC/C=C/c2ccccc2)c(OC)c1 | -1.0 | 8.2 | 0.7 | 1.9 | -0.6 | . | -0.1 | -4.3 | .
